Source: PubChem (several laboratories)
PGE2 EP2 inh = blocks the human prostaglandin E2 receptor EP2 | hit rate 0.52% among 260,000 | P43116 | C6 glioma cells expressing human EP2, cAMP TR-FRET; cells stimulated with saturating PGE2 | inhibition, % at 25 µM;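 active = percent inhibition above 40 after rounding to a whole number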;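 note: rat C6 glioma host cells with rolipram phosphodiesterase inhibitor present; the protocol text gives 20 µM as final concentration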
S1P4 ag = activates the human S1P4 receptor; O95977; S1P4-expressing cell line, agonist reporter assay; activation, % at 4.98 µM; hit rate 0.35% among 220,000; AID 1509; in the data active = activation above about 11%;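 note: 0% = DMSO vehicle and 100% = reference agonist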
eIF4E 4G PPI = blocks eIF4E binding to eIF4G; P63073+Q04637; TR-FRET eIF4E-eIF4GI(517-606) binding, 2 h; inhibition, % at 21.7 µM; hit rate 0.37% among 220,000; AID 782;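 active = inhibition above about 30%, limit read from the data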;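 note: 0% = full FRET control wells and 100% = background wells lacking eIF4GI fragment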
NPY-Y2 PAM-ag = potentiates or activates human NPY-Y2 receptor | activation, % at 3.6 µM | P49146 | hit rate 0.45% among 220,000 | cells expressing NPY-Y2, potentiator/agonist read-out; in the data active = activation above about 27%;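 note: cells stimulated with NPY near EC25 plus isoproterenol at EC100; 0% = vehicle plus submaximal agonist and 100% = vehicle plus saturating agonist; some results beyond the cut were filed as inactive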
NPY1 pot ag = potentiates or activates human NPY-Y1 receptor; NPY-Y1 expressing cells, potentiator/agonist activation; activation, % at 3.6 µM; P25929; hit rate 0.37% among 220,000; in the data active = activation above about 33%, passing the limit was not always enough;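 note: cells stimulated with NPY at EC10 then isoproterenol at EC100; 0% = low agonist plus stimulus and 100% = saturating agonist plus stimulus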
EP2 mod = modulators of human EP2 prostaglandin E2 receptor; P43116; EP2-expressing cells, cAMP HTRF FRET, PGE2 co-stimulation; induction, % at 25 µM; hit rate 0.83% among 260,000;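 active = compounds whose cAMP rise, as percent of the full-agonist control response, exceeds 60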;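 note: rat C6 glioma line stably carrying human EP2 under a CMV promoter; the protocol text gives 20 µM as final concentration; 100% = response of wells given 1 µM PGE2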
S1P4 antagonist = human S1P4 receptor antagonism. S1P4-expressing cells, antagonist mode, reporter read-out. inhibition, % at 4.98 µM. AID 1510. hit rate 0.26% among 220,000. O95977; in the data active = inhibition above about 29%;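 note: 0% = wells stimulated with agonist and 100% = vehicle wells without agonist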
NPY-Y1 antag = NPY-Y1 (human) receptor antagonism. P25929. HEK293-CNG Y1 cells, membrane potential fluorescence; NPY at EC95, then isoproterenol. inhibition, % at 3.6 µM. hit rate 1% among 200,000. AID 1040;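 active = inhibition above the campaign mean inhibition of all tested compounds plus 3 SD, cut at about 20% in these data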;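 note: 0% = DMSO wells given NPY plus isoproterenol and 100% = isoproterenol alone without NPY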
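Benchmarks – high control isoproterenol alone, low control NPY with isoproterenol · Material – HEK293 Y1/CNG channel cell line · Times – dye 3 h, compound 60 min room temperature, stimulation 45 min · Probe or stimulus – NPY (25 nM), isoproterenol (1 µM), Ro 20-1724 (25 µM) · Evaluation – % inhibition of NPY effect · Signal – fluorescence, membrane potential probe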
p97 inhibitor = inhibitors of human p97 ATPase; P55072; recombinant p97 ATPase, Kinase-Glo ATP luminescence, 3 h; inhibition, % at 8 µM; hit rate 0.42% among 220,000; in the data active = inhibition above about 15%;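 note: 0% = DMSO vehicle and 100% = wells lacking enzyme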
* = called active by the depositor; x = no result given; [ ] = dose if it differs, or a comment.

Order of results: NPY-Y2 PAM-ag | S1P4 antagonist | NPY-Y1 antag | p97 inhibitor | eIF4E 4G PPI | PGE2 EP2 inh | S1P4 ag | EP2 mod | NPY1 pot ag
O=C(Nc1ccc(N2CCCCC2)cc1)c1ccc(F)cc1
→ -1 | -3 | 0 | -2 | 3[fluorescence artefact?] | 23 | -0.4 | 5 | -7
Cc1ccccc1CSCCNS(C)(=O)=O
→ -4 | 5 | 0 | -1 | -7 | 7 | 2.0 | 6 | -13
CC1(c2ccccc2)O[C@@H]2C[C@H]3[C@@H]4CCC5=CC(=O)C=C[C@]5(C)[C@@]4(F)[C@@H](O)C[C@]3(C)[C@]2(C(=O)CO)O1 (stereo not given in full)
→ 4 | 24 | x | -8 | 4 | 3 | 0.8 | -31 | 20
Cc1ccc(NC(=O)C2CCC(=O)N2)cc1C (stereo not given)
→ -4 | 6 | -3 | 2 | 1 | 12 | -0.2 | 11 | -27
CCOC(=O)C1=C(c2ccccc2)Nc2ncnn2C1c1ccccn1 (stereo not given)
→ 9 | 4 | -3 | 1 | 7 | 7 | 2.0 | 16 | 1
CCC(CC)C(=O)Nc1cccc(/C(C)=N\NC(=O)c2ccc(C)s2)c1
→ -6 | -20 | -3 | -2 | 4 | 8 | 1.1 | -11 | 9
Cc1ccc(S(=O)(=O)N2CCOC2CNC(=O)C(=O)NCc2cccnc2)cc1 (stereo not given)
→ 9 | -2 | 3 | 6 | 7 | 11 | 1.2 | 39 | 12
Cc1nc(N2CCOCC2)c2c(C)c(C(=O)Nc3ccccc3C(F)(F)F)sc2n1
→ -13 | -5 | 20* | 2 | 0 | 12 | -0.1 | 2 | -14
O=C1OC(C(=O)NCc2ccccc2)Cc2ccccc21 (stereo not given)
→ 3 | 17 | 3 | -1 | 0 | 8 | 0.6 | 22 | -5
CCOC(=O)c1nc(N2CCN(C(=O)OCC)CC2)c2c3c(sc2n1)CCCC3
→ -7 | -1 | 1 | -10 | 8 | 13 | 0.7 | 48 | -18
CCOc1cc(/C=C/C(=O)O)ccc1OCc1ccccc1
→ 12 | -10 | -1 | 3 | 7 | 7 | -0.8 | 7 | 0
Cc1c(C(=O)OC(C)C)sc(NC(=O)C2CCCO2)c1C(=O)OC(C)C (stereo not given)
→ -7 | 1 | 3 | -7 | 3 | 12 | 1.4 | 36 | -30
CCc1nnc(NS(=O)(=O)c2ccc(Nc3ccc([N+](=O)[O-])c4nonc34)cc2)s1
→ -10 | -6 | 6 | 1 | -3 | 4 | 0.5 | -34 | 4
O=C1C2CC=C(Cl)CC2C(=O)N1CCN1CCOCC1 (stereo not given)
→ -2 | -8 | 6 | 1 | 1 | 4 | -1.4 | 3 | 0
Cc1cc2nc(CCN3CCOCC3)n(S(=O)(=O)c3ccc(C(C)(C)C)cc3)c2cc1C
→ -16 | 1 | -2 | -9 | 4 | 2 | 0.5 | 61* | -35
S=c1[nH]c2ccccc2c2ccccc12
→ 8 | -14 | x | 4 | -2 | 5 | -1.1 | 25 | 6
O=C(CSc1nc(C2CC2)nc2ccccc12)N1CCc2ccccc2C1
→ 8 | 4 | 9 | 1 | 0 | x | 0.8 | 12 | -14
Cn1c(=O)[nH]c(=O)c2c1nc(OC(=O)c1ccccc1)n2CC(O)COc1ccc(F)cc1 (stereo not given)
→ 5 | -1 | 8 | 3 | -3 | 6 | 2.2 | 17 | 1
CC(C)C[C@H](NC(=O)Nc1cccc(C(F)(F)F)c1)C(=O)O
→ 4 | 5 | 0 | 2 | -5 | 17 | -1.4 | 11 | -7
FC(F)(F)c1nc2ncc(Cl)cc2[nH]1
→ -3 | -9 | -4 | 3 | 1 | 3 | 1.2 | 27 | -7
CCCC(=O)NC(=S)Nc1ccccc1OC
→ -4 | -11 | 1 | -4 | 1 | 8 | 0.9 | -19 | -13
S=C(Nc1cccc2ccccc12)N1CCN(c2ncccn2)CC1
→ 11 | 0 | 3 | 0 | -2[fluorescence artefact?] | -2 | 1.2 | -19 | -6
CNCc1ccccc1OCC(=O)Nc1ccccc1
→ 2 | -7 | -3 | 2 | 2[fluorescence artefact?] | 11 | 1.6 | -13 | 11
CC(=O)N1CCN(C(=O)COc2ccc(Br)cc2)CC1
→ -2 | -2 | -3 | 4 | -1 | 6 | 0.2 | 13 | -3
O=C(COC(=O)c1ccc([N+](=O)[O-])s1)NCc1ccccc1
→ -5 | -19 | 0 | 0 | -2 | 10 | 0.8 | -5 | -4
Cc1ccc(NC(=S)Nc2ccc(OC(F)F)c(Cl)c2)cc1F
→ -8 | -2 | -2 | 3 | 1 | 10 | 0.0 | -77 | -6
Cc1ccc(CN(Cc2ccco2)C(=S)Nc2ccccc2C)cc1
→ -4 | 4 | 9 | -1 | 0 | -1 | 0.5 | 60 | -8
O=C(/C=C/Nc1ccc(F)c(F)c1)c1cccs1
→ 2 | -23 | 5 | 0 | 0 | 13 | 0.8 | -5 | -9
Cc1cc(C)n(-c2nnc(C)n2NC(=O)c2cccc(Cl)c2)n1
→ -5 | -20 | 0 | -3 | 2 | 7 | 0.5 | 15 | -29
O=S(=O)(c1cccs1)N1CCCc2cccc(O)c21
→ -3 | -20 | 0 | 0 | 4 | 6 | 0.8 | -42 | 1
COc1ccc(C)c(-n2c(=O)n(Cc3ccccc3)c(=O)c3[nH]cnc32)c1
→ 6 | -8 | x | 3 | 3 | 13 | 0.2 | -31 | 8
S=c1oc(-c2ccncc2)nn1CCc1ccncc1
→ 15 | -22 | -4 | 2 | 0[fluorescence artefact?] | 7 | 1.3 | 9 | -6
COC(=O)c1cc2c(ccn2-c2ccc(F)cc2)n1CC(C)C
→ -11 | -1 | 48* | 0 | 5 | 7 | -0.3 | -20 | -28
O=C(COC(=O)C1=COCCO1)Nc1ccccc1
→ 0 | 11 | -2 | 2 | -2 | 3 | 0.4 | 4 | 26
O=C(COc1cccc2cccnc12)NNC(=O)Nc1ccccc1
→ 6 | -10 | 7 | 2 | 4 | 4 | 0.2 | -56 | 18
COC(=O)c1c(NC(=O)C2CCCO2)sc2c1CCC2 (stereo not given)
→ -4 | 5 | -5 | -2 | 0 | 27 | -3.2 | -18 | -6
Cc1ccc(N=C(NO)c2nonc2N)cc1
→ 10 | -2 | 4 | 2 | -1 | 9 | 3.6 | -13 | 24
O=C(c1cc2cc(Cl)cc(Cl)c2oc1=O)N1CCOCC1
→ 12 | 5 | -2 | -2 | -4 | 12 | -3.2 | -42 | 8
CCOc1ccc(C(=O)Nc2ccc(N3CCN(C)CC3)cc2)cc1Br
→ 26 | -21 | 0 | 3 | 7[fluorescence artefact?] | 13 | -0.7 | 29 | 37*
COc1nccnc1NS(=O)(=O)c1ccc(N=Cc2c(C)[nH]n(-c3ccccc3)c2=O)cc1
→ -11 | -14 | 1 | -2 | 9 | 8 | -0.5 | 7 | 33

Retrieved by structure from the entries so far, three records:
Order of results: NPY-Y2 PAM-ag | S1P4 antagonist | NPY-Y1 antag | p97 inhibitor | eIF4E 4G PPI | PGE2 EP2 inh | S1P4 ag | EP2 mod | NPY1 pot ag
O=C(c1cc2cc(Cl)cc(Cl)c2oc1=O)N1CCOCC1
→ 12 | 5 | -2 | -2 | -4 | 12 | -3.2 | -42 | 8
COc1nccnc1NS(=O)(=O)c1ccc(N=Cc2c(C)[nH]n(-c3ccccc3)c2=O)cc1
→ -11 | -14 | 1 | -2 | 9 | 8 | -0.5 | 7 | 33
O=C(COc1cccc2cccnc12)NNC(=O)Nc1ccccc1
→ 6 | -10 | 7 | 2 | 4 | 4 | 0.2 | -56 | 18

Next results.
Order of results: NPY-Y2 PAM-ag | S1P4 antagonist | NPY-Y1 antag | p97 inhibitor | eIF4E 4G PPI | PGE2 EP2 inh | S1P4 ag | EP2 mod | NPY1 pot ag
Cn1ccnc1Sc1nc2c(c(=O)n(C)c(=O)n2C)n1C
→ -4 | -8 | 0 | 1 | -4[fluorescence artefact?] | 19 | 2.7 | 14 | 7
CCn1cc([N+](=O)[O-])c(C(=O)Nc2ccc(Cn3nc(C)cc3C)cc2)n1
→ 9 | -15 | -3 | 4 | -1 | 6 | -0.8 | 6 | 11
Cc1ccc(Nc2nc3c(c(=O)[nH]2)CCCC3)cc1
→ -15 | -14 | 5 | -2 | -6 | 7 | -2.3 | 48 | 7
COc1cccc(NC(=O)CC2S/C(=N\S(=O)(=O)c3ccccc3)N(c3ccccc3)C2=O)c1 (stereo not given)
→ 2 | -26 | 0 | 1 | -28 | 5 | -0.4 | 19 | 18
Cc1ccc2ncnc(Nc3ccccc3)c2c1
→ 5 | -2 | 3 | 5 | -1 | 9 | 1.3 | -13 | 1
CCn1nc(C(=O)Nc2ccccc2C)c(Cl)c1Cl
→ -39 | 3 | 8 | -5 | 6 | 13 | 2.1 | 9 | -31
O=C(O)c1ccccc1C(=O)NNc1ccc(Cl)cc1Cl
→ 10 | -6 | 7 | 0 | 0 | 3 | 0.6 | 26 | -14
CCCCNC(=O)c1onc(CSc2ccccc2)c1C(=O)O
→ -23 | -18 | 13 | 4 | 2[fluorescence artefact?] | 3 | 0.9 | 11 | -19
CCOC(=O)N1CCN(C(=O)COc2cccc3c2CCN(Cc2ccccc2F)C3=O)CC1
→ -13 | -17 | 4 | -3 | -5[fluorescence artefact?] | 10 | 0.8 | 0 | -14
CCSc1nc(N)nc(-c2cccs2)c1C#N
→ -10 | -12 | 8 | 4 | 7[fluorescence artefact?] | 18 | 1.0 | -43 | -24
CCOc1ccc(NC(=O)CCSc2nnc(C)s2)cc1
→ -2 | -13 | 4 | 0 | -2 | 15 | -0.1 | -27 | -1
Cc1cnn(-c2nc(-c3cccs3)cc(C(F)(F)F)n2)c1
→ -11 | -15 | 3 | -7 | x | 2 | -1.0 | 33 | -8
CCNC(=S)N1CCC(C(N)=O)CC1
→ 5 | -2 | x | 4 | 2 | 8 | 0.5 | 16 | 0
O=S(=O)(/N=C/N1CCOCC1)c1ccc(Cl)cc1
→ -1 | -10 | -5 | 4 | -1 | 11 | 2.5 | 14 | -15
Cc1ccc(C(=O)CC2C(=O)N(c3ccccc3)C(=S)N2c2ccccc2)cc1 (stereo not given)
→ -9 | -15 | 1 | 7 | 1 | 8 | 0.0 | 20 | -7
Cc1cc(C)c2c(=O)n(CC(=O)Nc3ccc(Br)c(C)c3)sc2n1
→ -3 | -2 | x | -2 | 13 | 20 | 2.4 | -42 | 4
O=C1CN(C(=O)CCCc2c[nH]c3ccccc23)c2ccccc2N1
→ -6 | -12 | 1 | -2 | 7 | 9 | 1.2 | -21 | 0
Cc1cc(O)c(C2(C(F)(F)F)NCCNC2=O)cc1C (stereo not given)
→ 1 | -38 | 2 | 0 | 11 | 4 | 1.6 | 5 | 14
COc1ccc(/C(C)=N/NC(=O)Cn2nc([N+](=O)[O-])cc2C)cc1
→ -12 | -2 | x | 6 | 1 | 12 | 0.7 | 10 | 13
O=c1oc2ccccc2nc1/C=C(O)/C=C\c1ccccc1
→ -15 | -6 | 1 | -1 | 3 | 10 | -0.6 | 8 | -17

3 entries already listed, sorted by molecular weight, highest first:
Order of results: NPY-Y2 PAM-ag | S1P4 antagonist | NPY-Y1 antag | p97 inhibitor | eIF4E 4G PPI | PGE2 EP2 inh | S1P4 ag | EP2 mod | NPY1 pot ag
CCCCNC(=O)c1onc(CSc2ccccc2)c1C(=O)O
→ -23 | -18 | 13 | 4 | 2[fluorescence artefact?] | 3 | 0.9 | 11 | -19
COc1ccc(/C(C)=N/NC(=O)Cn2nc([N+](=O)[O-])cc2C)cc1
→ -12 | -2 | x | 6 | 1 | 12 | 0.7 | 10 | 13
CCn1nc(C(=O)Nc2ccccc2C)c(Cl)c1Cl
→ -39 | 3 | 8 | -5 | 6 | 13 | 2.1 | 9 | -31

These rows are one share of the data. The share of hits here may be higher or lower than overall.
